Source: PubChem (several laboratories)
Bcl-xL primary: inhibitors of human Bcl-xL | GST-Bcl-xL / FITC-Bim BH3 peptide fluorescence polarization | inhibition, % at 10.9 µM | 0.7% of 320,000 active | AID 2129;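 active means inhibition above the mean of all tested compounds plus 3 SD, cutoff set per campaign, cut at about 30% in these data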;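 further: 0% = DMSO wells and 100% = unlabeled Bim-BH3 peptide competitor; inhibitors lower millipolarization by displacing the labeled peptide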
GRK2 inh: blocks RNA aptamer binding to human GRK2 | bead flow cytometry, FAM-aptamer displacement from GRK2 | inhibition of aptamer binding, % at 10 µM | 0.59% of 330,000 active | AID 488847;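 active means inhibition of aptamer binding above 40%, roughly 3 SD of noise, on plates passing a quality check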;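 further: median bead fluorescence of bound FAM aptamer so fluorescent compounds give negative values; no value below 0 was filed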
MCL1 BIM primary: MCL1-BIM-BH3 interaction inhibition (human). GST-MCL1 / FITC-Bim-BH3 fluorescence polarization. 0.68% of 320,000 active. Q07820. inhibition, % at 10.9 µM;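 active means inhibition above the mean inhibition of all tested compounds plus 3 SD, set per campaign, cut at about 40% in these data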;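 further: 0% = DMSO wells and 100% = unlabeled Bim-BH3 peptide control; higher means more loss of mP so more displacement of Bim peptide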
MEX-5 binding: C. elegans MEX-5 TCR-2 RNA binding activity; 0.38% of 300,000 active; activity score (negative = inhibition of binding), % at 10 µM; Q9XUB2; MEX-5/FITC-TCR2 RNA binding, fluorescence polarization; stronger effect = lower value;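 active means inhibition past about -25% in most replicates, and total fluorescence under double the plate's negative control median, limit read from the data; inconclusive means replicates evenly split on the limit, or fluorescence at least double controls; inactive means too little inhibition in most replicates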;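 further: 0% = DMSO and -100% = 5 µM competing unlabeled TCR2 RNA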
CIT2-GFP yeast: yeast TOR pathway CIT2-GFP modulation; GFP response vs DMSO, % at 10 µM; S. cerevisiae CIT2-GFP strain, flow cytometry, 3 h; 100 means same as DMSO wells; 0.065% of 320,000 active;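 active means GFP response relative to DMSO above a set limit, near the screen mean plus 3 SD, cut at about 150% in these data; inconclusive means Fewer than 70 cells measured for a yeast strain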;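 further: ratio of well median GFP fluorescence to mean of DMSO wells on the plate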
GLD-1 RNA inh: GLD-1-TGE RNA interaction inhibition (C. elegans); 0.44% of 320,000 active; inhibition, % at 5.96 µM; purified GLD-1 + fluorescein TGE RNA, fluorescence polarization; AID 2280; Q17339;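 active means percent inhibition above a per-plate cutoff, the plate mean of test compounds plus 3 SD, cut at about 30% in these data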;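 further: 0% = DMSO wells with GLD-1 and probe and 100% = wells lacking GLD-1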
Fam108B inh: blocks mouse Fam108B hydrolase in RBBP9 counter-screen | recombinant Fam108B, FP-Rh probe fluorescence polarization | inhibition, % at 9.51 µM | 0.33% of 300,000 active;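 active means inhibition above the screen mean inhibition plus 3 SD, computed separately per campaign, cut at about 18% in these data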;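 further: inhibitors lower polarization as less probe binds the enzyme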
VLA-4 inh: inhibition in a human VLA-4 binding assay | VLA-4 expressing cells, ligand binding flow cytometry | inhibition, % (about 7 µM as worked out from the volumes in the protocol) | 0.2% of 330,000 active | AID 2557; in the data active means inhibition above about 50%
Target sequence (P13612 whole entry, looked up): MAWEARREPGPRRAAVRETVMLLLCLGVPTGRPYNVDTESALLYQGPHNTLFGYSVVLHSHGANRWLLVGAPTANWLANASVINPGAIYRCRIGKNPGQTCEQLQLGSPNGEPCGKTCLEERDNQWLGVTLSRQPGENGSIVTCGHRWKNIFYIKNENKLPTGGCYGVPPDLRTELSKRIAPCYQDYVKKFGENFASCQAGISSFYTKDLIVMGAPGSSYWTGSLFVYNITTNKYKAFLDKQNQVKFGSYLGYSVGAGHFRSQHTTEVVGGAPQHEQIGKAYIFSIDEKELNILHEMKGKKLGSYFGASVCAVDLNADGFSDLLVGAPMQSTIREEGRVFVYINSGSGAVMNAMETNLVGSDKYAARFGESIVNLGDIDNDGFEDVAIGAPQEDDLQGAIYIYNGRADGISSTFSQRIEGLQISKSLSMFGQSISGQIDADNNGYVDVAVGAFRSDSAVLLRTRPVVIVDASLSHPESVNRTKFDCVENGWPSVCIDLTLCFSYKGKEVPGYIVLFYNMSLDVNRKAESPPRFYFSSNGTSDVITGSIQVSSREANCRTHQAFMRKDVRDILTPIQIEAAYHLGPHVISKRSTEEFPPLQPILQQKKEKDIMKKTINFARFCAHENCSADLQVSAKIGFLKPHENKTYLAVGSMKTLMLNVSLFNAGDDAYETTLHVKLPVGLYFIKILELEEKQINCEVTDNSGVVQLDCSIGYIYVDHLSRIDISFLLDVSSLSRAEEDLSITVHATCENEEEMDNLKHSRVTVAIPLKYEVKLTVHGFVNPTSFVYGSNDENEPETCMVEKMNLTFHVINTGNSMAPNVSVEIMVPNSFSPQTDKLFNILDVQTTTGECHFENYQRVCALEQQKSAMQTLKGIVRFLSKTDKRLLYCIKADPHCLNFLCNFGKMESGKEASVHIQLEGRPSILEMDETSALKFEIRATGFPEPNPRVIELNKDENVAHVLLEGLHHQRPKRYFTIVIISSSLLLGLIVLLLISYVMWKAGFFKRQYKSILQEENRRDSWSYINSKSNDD
AGP1 TOR yeast: yeast TOR pathway AGP1-GFP modulation; AID 2066; S. cerevisiae AGP1-GFP multiplex flow cytometry, 3 h; GFP as percent of DMSO wells; GFP response vs DMSO, % at 10 µM; 0.02% of 320,000 active;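 active means GFP response relative to DMSO above a set limit, near screen average plus 3 SD, cut at about 150% in these data; inconclusive means fewer than 70 cells counted for the yeast strain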;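 further: median GFP channel fluorescence of the gated AGP1 strain per well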
Starred values were filed as active, the others as inactive; ? = inconclusive; / = no result given.

SMILES	Bcl-xL primary	GRK2 inh	MCL1 BIM primary	MEX-5 binding	CIT2-GFP yeast	GLD-1 RNA inh	Fam108B inh	VLA-4 inh	AGP1 TOR yeast
CC(C)Cn1cc(C(=O)N2CCC(C)CC2)c2c3ccccc3n(C)c2c1=O	-1	2	1	0.7	98	5	2	-1	101
O=C(Nn1cnnc1)c1cc2c(s1)CCCC2	1	1	10	0.5	103	5	1	1	96
O=C(Nc1ccc2[nH]ncc2c1)c1ccccc1Br	4	24	13	-3.4	106	7	3	8	102
CCOC(=O)c1csc(NC(=O)c2ccc(N3C(=O)CCC3=O)cc2)n1	6	1	0	0.3	102	1	4	7	107
C/C(=N\N=C(N)N)c1cccc(Cl)c1	1	0	6	1.5	113	4	-1	-3	118
CCN(Cc1ccccc1)C(=O)C1CCN(Cc2sccc2C)CC1	0	3	10	1.6	96	2	-1	9	84
COCC(=O)N(CCc1ccc(OC)cc1)Cc1nc2ccccc2c(=O)[nH]1	-1	3	-1	2.3	88	-7	-3	9	/
Cn1c(=O)n(C)c2cc(NS(=O)(=O)c3ccc(Br)s3)ccc21	5	2	3	0.3	95	1	-2	5	100
COc1ccc(S(=O)(=O)NC(C)C(=O)Nc2ccccc2C(F)(F)F)cc1 (centres undefined)	3	1	13	-2.8	119	0	0	2	111
COC(=O)C1=NN(C(=O)c2ccccc2)C(O)(c2ccc([N+](=O)[O-])cc2)C1 (centres undefined)	/	0	/	2.5	101	/	/	-1	105
CCc1nnc(NS(=O)(=O)c2ccc(NC(=S)NC(=O)c3ccc(OC)c(OC)c3)cc2)s1	12	0	17	-5.9	98	1	-6	1	100
COc1ccc(NC(=O)Cn2c([N+](=O)[O-])cnc2C)cc1Cl	-2	0	-6	-0.9	119	-3	1	2	110
O=C(Nc1ccc(S(=O)(=O)Nc2ncccn2)cc1)c1cccnc1	3	6	3	0.0	98	1	0	20	93
O=C(NC(Cc1ccccc1)C(=O)O)/C(=C/c1ccco1)NC(=O)c1cccc(Br)c1 (centres undefined)	37*	0	51*	-4.6	99	23	4	-8	108
N#C/C(C(=O)NCCc1ccccc1)=C1/N=C(NC(=O)c2cccs2)c2ccccc21	-1	2	3	-7.9	?	-3	0	-50	?
O=C(CCNS(=O)(=O)c1cccs1)N1CCc2ccccc2C1	16	0	-3	-1.2	108	-5	-1	15	104
O=C(N/N=C/c1c(F)cccc1Cl)c1cc(C2CC2)[nH]n1	4	0	6	2.3	95	0	-1	1	101
c1ccc(OCc2nn3c(C4CCCCC4)nnc3s2)cc1	0	6	-4	-0.2	94	1	0	4	89
O=c1[nH]c(=S)[nH]c2scc(-c3ccc(Br)cc3)c12	18	6	18	-1.7	89	-3	5	-10	95
N#CC1=C(N)C(C#N)(C#N)C(c2cccnc2)C2CCCC=C12 (centres undefined)	84*	0	81*	-26*	99	60*	1	-8	107
O=C(NC1CCCCC1)C1CC(=O)N(c2ccccc2)C1 (centres undefined)	-1	0	2	1.8	99	2	0	12	100
O=C(O)/C=C/C(=O)NCCc1ccccc1	3	2	6	0.8	95	-3	-5	-8	94
COc1cccc(/C=N/NC(=O)CCCC(=O)NC2CCCCC2)c1	4	1	3	0.1	101	6	-5	15	107
CCN(CC(=O)NNC(=O)c1ccccc1)Cc1ccc(OC)c(F)c1	/	3	/	/	90	3	/	7	86
Cc1cccc(C)c1NC(=O)Cn1nnc(C(=O)Nc2ccc(F)cc2F)c1N	5	0	7	-0.6	110	6	-10	2	110

4 of the compounds above, field by field:
> O=C(NC(Cc1ccccc1)C(=O)O)/C(=C/c1ccco1)NC(=O)c1cccc(Br)c1 (centres undefined)
  Bcl-xL primary = 37*
  GRK2 inh = 0
  MCL1 BIM primary = 51*
  MEX-5 binding = -4.6
  CIT2-GFP yeast = 99
  GLD-1 RNA inh = 23
  Fam108B inh = 4
  VLA-4 inh = -8
  AGP1 TOR yeast = 108
> N#C/C(C(=O)NCCc1ccccc1)=C1/N=C(NC(=O)c2cccs2)c2ccccc21
  Bcl-xL primary = -1
  GRK2 inh = 2
  MCL1 BIM primary = 3
  MEX-5 binding = -7.9
  CIT2-GFP yeast = ?
  GLD-1 RNA inh = -3
  Fam108B inh = 0
  VLA-4 inh = -50
  AGP1 TOR yeast = ?
> O=C(CCNS(=O)(=O)c1cccs1)N1CCc2ccccc2C1
  Bcl-xL primary = 16
  GRK2 inh = 0
  MCL1 BIM primary = -3
  MEX-5 binding = -1.2
  CIT2-GFP yeast = 108
  GLD-1 RNA inh = -5
  Fam108B inh = -1
  VLA-4 inh = 15
  AGP1 TOR yeast = 104
> O=C(N/N=C/c1c(F)cccc1Cl)c1cc(C2CC2)[nH]n1
  Bcl-xL primary = 4
  GRK2 inh = 0
  MCL1 BIM primary = 6
  MEX-5 binding = 2.3
  CIT2-GFP yeast = 95
  GLD-1 RNA inh = 0
  Fam108B inh = -1
  VLA-4 inh = 1
  AGP1 TOR yeast = 101

(more compounds)
SMILES	Bcl-xL primary	GRK2 inh	MCL1 BIM primary	MEX-5 binding	CIT2-GFP yeast	GLD-1 RNA inh	Fam108B inh	VLA-4 inh	AGP1 TOR yeast
O=C(N/N=C/C=C/c1ccc([N+](=O)[O-])cc1)C1COc2ccccc2O1 (centres undefined)	5	0	-6	-0.7	88	5	2	17	86
CCOC(=O)c1nn(-c2ccccc2)c(C)c1C(C)=O	2	0	5	-2.0	114	-5	1	-6	114
CN1C(=O)c2ccccc2C(C(=O)O)C1c1cccc([N+](=O)[O-])c1 (centres undefined)	5	3	-4	-2.2	97	8	5	7	116
O=C(c1cnn(-c2cccc(F)c2)c1)c1ccccc1O	2	2	-4	2.6	90	4	-3	10	90
CC(CCc1ccccc1)NC(=O)c1ccco1 (centres undefined)	5	1	7	3.3	88	1	-2	8	97
Nc1ncc(Br)cc1S(=O)(=O)NCCC(=O)NC1CCCCC1	8	1	1	0.7	104	11	-3	-3	106
COc1ccc(Cl)cc1NC(=O)c1nc2nc(C)cc(C(F)F)n2n1	6	0	-2	-2.6	99	-2	-3	35	99
Cc1ccc(S(=O)(=O)N2CCCC(C(=O)NCc3ccco3)C2)cc1Cl (centres undefined)	1	1	8	-2.7	122	-2	0	-15	111
COc1ccc(CC(=O)NNC(=O)COc2ccc(Br)cc2C)cc1OC	5	0	3	-1.0	95	0	1	10	96
O=C1/C(=C/c2cccc(F)c2)SC(=S)N1NS(=O)(=O)c1ccccc1	6	2	10	-0.5	95	-4	-5	28	97
CC1CCCCC12NC(=O)N(CC(=O)N1CCN(c3ncccn3)CC1)C2=O (centres undefined)	-3	0	-16	/	94	10	/	6	100
CCn1c(SCc2ccc(Cl)cc2Cl)nc2nc3c(cc2c1=O)CCCC3	-2	3	0	0.9	104	-1	-4	-1	100
Cc1ccc(C)c(Cn2nnc3c(=O)[nH]c(C4CCCN(C(=O)c5ccco5)C4)nc32)c1 (centres undefined)	6	0	-3	2.4	96	0	-1	-9	92
CCN(CC(O)Cn1c2ccccc2c2ccccc21)S(=O)(=O)c1ccc(F)cc1 (centres undefined)	-1	0	-1	/	110	7	-2	11	101
Nn1c(COc2cccc(Br)c2)nnc1SCC(=O)N1CCc2ccccc2C1	-3	2	-18	1.9	93	-3	3	18	97
O=C(CC1C(=O)NCCN1Cc1ccc(-c2ccccc2)cc1)NCC1CCOCC1 (centres undefined)	14	0	13	2.1	/	18	0	7	96
Cc1c(NC(=O)c2cc3ccccc3o2)c(=O)n(-c2ccccc2)n1C	2	3	0	0.3	110	5	-2	-2	/
O=C(O)c1cc(-c2ccccc2)nn1CC1CC(c2cccc([N+](=O)[O-])c2)=NO1 (centres undefined)	9	0	12	-2.5	87	2	-3	-8	97
Cc1cccc(OCC(=O)Nc2ccc3c(c2)nc(CCN2CCN(C)CC2)n3C)c1	3	0	2	-3.7	95	-2	-3	-3	103
CCC(C)C(NS(=O)(=O)c1ccc(C)cc1)C(=O)N1CCOCCOCCOCC1 (centres undefined)	2	0	-8	-0.1	109	1	-1	14	108
O=C(CSc1nnc(NC(=O)C2CC(=O)N(c3ccccc3)C2)s1)NCc1ccco1 (centres undefined)	5	1	15	-3.8	100	7	0	-10	99
O=[N+]([O-])c1nn(-c2ccc(Cl)cc2)n(O)c1=NCc1ccccc1Cl	6	3	-2	-0.6	99	3	-2	10	95
Cc1nn(Cc2ccccc2)c2c1C(c1ccccc1)C(C#N)=C(N)O2 (centres undefined)	6	0	3	0.1	88	6	4	31	101
CCOC(=O)N1CCN(C(=O)c2ccc(-n3c(=S)[nH]c4ccccc4c3=O)cc2)CC1	0	0	6	-1.2	95	6	0	5	96
Cc1ccc(C(=O)O)cc1NC(=S)NC(=O)C(c1ccccc1)c1ccccc1	6	0	3	3.7	100	-8	-1	3	96

An excerpt from above in order of heavy-atom count, low to high:
SMILES	Bcl-xL primary	GRK2 inh	MCL1 BIM primary	MEX-5 binding	CIT2-GFP yeast	GLD-1 RNA inh	Fam108B inh	VLA-4 inh	AGP1 TOR yeast
CC(CCc1ccccc1)NC(=O)c1ccco1 (centres undefined)	5	1	7	3.3	88	1	-2	8	97
CN1C(=O)c2ccccc2C(C(=O)O)C1c1cccc([N+](=O)[O-])c1 (centres undefined)	5	3	-4	-2.2	97	8	5	7	116
CC1CCCCC12NC(=O)N(CC(=O)N1CCN(c3ncccn3)CC1)C2=O (centres undefined)	-3	0	-16	/	94	10	/	6	100

Other structures
SMILES	Bcl-xL primary	GRK2 inh	MCL1 BIM primary	MEX-5 binding	CIT2-GFP yeast	GLD-1 RNA inh	Fam108B inh	VLA-4 inh	AGP1 TOR yeast
O=C1OC[C@@H]2CCCN2C(=O)[C@@H](CC(=O)N(CCO)Cc2ccccc2)C/C=C\C[C@@H]1Cc1ccc(F)cc1	/	9	/	/	95	-4	/	-13	105
Cn1cnnc1SCCn1c(N2CCCCC2)nc2c1c(=O)[nH]c(=O)n2C	0	1	-4	0.7	88	7	-6	30	100
COC(=O)c1cccc(C23CC4(C2)[C@H](CN(Cc2ccc(C(F)(F)F)cc2)[C@@H]4c2ccccc2)C3c2ccc(Cl)nc2)c1 (some centres undefined)	5	1	2	3.2	100	9	-2	37	99
Cc1ccc(-c2nc3ccccn3c2NCc2ccc3c(c2)OCO3)cc1	14	2	9	-1.0	98	14	6	-2	99
COc1cc(-c2cc(C(=O)O)c3c(OC)c(OC)c(OC)cc3n2)ccc1O	1	0	0	3.6	107	-4	0	3	99
O=C(COC(=O)CCc1nc2ccccc2s1)Nc1ccc(Cl)cn1	9	3	7	2.1	95	7	-1	-2	97
Cc1cccc(C)c1OCc1cc(C(=O)N2CCC(c3ccncc3)CC2)no1	4	0	-1	1.9	111	0	0	3	121
Cc1cc(C)c(NC(=O)CSc2nc3ccncc3[nH]2)c(C)c1	-2	0	6	2.4	87	1	-4	25	92
CN1CCN(C2CC(=O)N(CCc3ccccc3)C2=O)CC1 (centres undefined)	3	3	1	-1.6	102	5	-3	19	116

Compounds as they come (roughly 2.2% active in at least one column).
